Screens as filed in PubChem BioAssay.
human PMI inhibitors – human PMI inhibitors, high substrate, primary screen, biochemical, fluorescence intensity, high mannose 6-phosphate (AID 1220); recombinant PMI enzyme, coupled fluorescence intensity; higher % means a stronger effect; inhibition, % at 20 µM, or IC50 in µM where a hit was titrated; 190,000 compounds, 0.66% hits
NOD1 inhibition – NOD1 signaling inhibitors, primary screen, cell-based, luminescence, uHTS (AID 1578); NOD1-driven NF-kB luciferase reporter cells, luminescence; higher % means a stronger effect; one-dose inhibition, % at 4 µM; EC50 in µM for titrated hits; 290,000 compounds, 1% hits; in the data active = inhibition mostly above about 36%, no sharp cut-off; inactive = mostly below about 34%;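 note: HEK-293T reporter cells stimulated with the NOD1 agonist gamma-tri-DAP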
KOR beta-arrestin-1 – KOR agonists, beta-arrestin recruitment, primary screen, cell-based, luminescence, uHTS (AID 1777). Kappa-type opioid receptor (Homo sapiens). KOR beta-arrestin recruitment, luminescence; higher % means a stronger effect. activation, % at 10 µM, or EC50 in µM where a hit was titrated. 280,000 compounds, 0.02% hits; in the data active = activation above about 50%, passing the limit was not always enough; note: a part of the inactive calls stands beside numbers as strong as those of hits
KOR beta-arrestin-2 – KOR antagonists, beta-arrestin recruitment, cell-based, luminescence, uHTS (AID 1778). inhibition, % at 10 µM; hits with a dose series show IC50 in µM. 290,000 compounds, 0.091% hits. KOR beta-arrestin recruitment, luminescence, antagonist mode; higher % means a stronger effect; note: strong numbers were not always called active
LYP phosphatase – inhibitors of LYP phosphatase, biochemical, fluorescence intensity, uHTS (AID 1779). Tyrosine-protein phosphatase non-receptor type 22 (Homo sapiens). recombinant LYP phosphatase, fluorescence intensity; higher % means a stronger effect. one-dose inhibition, % at 11.5 µM; IC50 in µM for titrated hits. 290,000 compounds, 0.054% hits;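 note: plate controls were vehicle with enzyme for no effect and no enzyme for full effect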
human PMI inhibition – inhibitors of human PMI, primary screen, biochemical, fluorescence intensity, coupled assay (AID 1209); 190,000 compounds, 0.42% hits; purified PMI enzyme, coupled fluorescence intensity; higher % means a stronger effect; one-dose inhibition, % at 20 µM; IC50 in µM for titrated hits; Mannose-6-phosphate isomerase (Homo sapiens);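 note: plate controls were DMSO vehicle for no effect and wells lacking substrate for full effect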
TNAP activation fold – human TNAP enzyme activators, primary screen, biochemical, luminescent, no phosphate acceptor, uHTS (AID 1001) | purified TNAP, luminescent activation assay, no phosphate acceptor; higher activation fold means a stronger effect | one-dose activation fold at 20 µM; EC50 in µM for titrated hits | 200,000 compounds, 0.03% hits; in the data active = activation fold from about 3, or a potency from the dose series; inactive = the rest, 99 in 100 with activation fold below about 1.6; note: many of its hits are not listed in these tables
HEK293 NOD2/NF-kB – NOD2 signaling inhibitors, cell-based, luminescence, uHTS, HEK293 (AID 1566); HEK293 NOD2/NF-kB luciferase reporter, luminescence; higher % means a stronger effect; one-dose inhibition, % at 4 µM; EC50 in µM for titrated hits; 290,000 compounds, 0.63% hits; note: many of its hits are not listed in these tables
XIAP displacement – XIAP antagonists, biochemical, IAP family, fluorescence polarization (AID 1018) | XIAP BIR domain, fluorescence polarization peptide displacement; higher % means a stronger effect | displacement, % at 20 µM, or IC50 in µM where a hit was titrated | 200,000 compounds, 0.007% hits; in the data active = displacement above about 50%; note: a part of the inactive calls stands beside numbers as strong as those of hits
* hit, by the source's call; . = not tested or not shown; [ ] = dose if it differs, or a comment. Cut-off read from the data, not from the text of the source, unless noted: active = inhibition above about 50%; inactive = the rest. These rows are one share of the data. The share of hits here may be higher or lower than overall.

SMILES	human PMI inhibitors	NOD1 inhibition	KOR beta-arrestin-1	KOR beta-arrestin-2	LYP phosphatase	human PMI inhibition	TNAP activation fold	HEK293 NOD2/NF-kB	XIAP displacement
Cc1nnc(NC(=O)CCNC(=O)c2ccccc2Cl)s1	7%	-26%	-1.5%	9%	-9%	4%	1	6%	0.2%
CC(=O)c1cc(C#N)c(SCc2ccccn2)nc1C	.	4%	2.3%	13%	-2%	.	.	-27%	.
Cc1ccsc1C(=O)N1CCCC(CO)(Cc2ccccc2F)C1 (configuration not stated)	.	-14%	-0.8%	-17%	-1%	.	.	1%	.
Cc1ccc(OCC(=O)NCCNC(=O)c2cnccn2)cc1C	.	25%	6.3%	-50%	-14%	.	.	-16%	.
Cc1cc(C)cc(NC(=S)N(CCCN2CCN(C)CC2)Cc2cccs2)c1	12%	-28%	-5.0%	16%	-5%	13%	1.1	-9%	-1.6%
COc1ccccc1CNC(=O)C1CCC(=O)N(CCCc2ccccc2)C1 (configuration not stated)	.	-28%	-1.2%	-26%	-7%	.	.	12%	.
CC(C)CCNC(=O)c1cc([N+](=O)[O-])ccc1N1CCOCC1	14%	-13%	-3.3%	-8%	-5%	16%	1	6%	-13%
CC(NS(=O)(=O)c1ccc(Cl)cc1)C(=O)N1CCOCC1 (configuration not stated)	.	4%	-7.2%	8%	-10%	.	.	-4%	.
COc1ccc(NC(=O)Cc2c(Sc3ccccc3)c3ccccc3n2C)cc1	11%	11%	2.7%	-16%	0%	8%	1.1	8%	-3.5%
O=C(CCc1[nH]c2ccccc2c1Sc1ccccc1)N(CCO)CCO	4%	-13%	1.3%	-44%	-5%	7%	1.1	-11%	0.4%
COc1cc(-c2[nH]ncc2CN(C)Cc2nonc2C)cc(OC)c1OC	-3%	-18%	1.6%	-31%	-3%	4%	1	7%	-2.5%
CCOC(=O)c1c(NC(=O)COC(=O)CCS(=O)(=O)c2ccc(C)cc2)sc(C)c1C	3%	-16%	5.3%	-6%	7%	14%	1.1	20%	-14%
COc1cc2ccccc2cc1C(=O)NCc1ccncc1	.	-14%	13%	-3%	-9%	.	.	2%	.
CCO[C@@H]1OC(C(=O)NCc2ccccc2)=C[C@H](c2cn(C(C)=O)c3ccccc23)[C@H]1CCCO	19%	-3%	3.2%	1%	-1%	18%	1.1	14%	-2.2%
O=C(Nc1nccs1)c1ccccn1	45%	-41%	-5.8%	25%	-3%	4%	2	-12%	-7.5%

Continued, overlapping the part above by four compounds.
SMILES	human PMI inhibitors	NOD1 inhibition	KOR beta-arrestin-1	KOR beta-arrestin-2	LYP phosphatase	human PMI inhibition	TNAP activation fold	HEK293 NOD2/NF-kB	XIAP displacement
CCOC(=O)c1c(NC(=O)COC(=O)CCS(=O)(=O)c2ccc(C)cc2)sc(C)c1C	3%	-16%	5.3%	-6%	7%	14%	1.1	20%	-14%
COc1cc2ccccc2cc1C(=O)NCc1ccncc1	.	-14%	13%	-3%	-9%	.	.	2%	.
CCO[C@@H]1OC(C(=O)NCc2ccccc2)=C[C@H](c2cn(C(C)=O)c3ccccc23)[C@H]1CCCO	19%	-3%	3.2%	1%	-1%	18%	1.1	14%	-2.2%
O=C(Nc1nccs1)c1ccccn1	45%	-41%	-5.8%	25%	-3%	4%	2	-12%	-7.5%
O=c1cc(-c2ccccc2)[nH]n1-c1nc2ccccc2s1	-32%	40%	0.7%	-6%	0%	-30%	1.1	16%	-5.5%
O=C(Nc1c(Cl)cccc1Cl)C1CCN(C(=O)c2cccs2)CC1	.	-25%	-2.3%	-4%	-5%	.	.	-2%	.
O=C(c1ccco1)N1CCC(c2nc3c(nnn3Cc3ccc(F)cc3)c(=O)[nH]2)CC1	.	4%	3.4%	-38%	-11%	.	.	7%	.
CCOc1ccccc1N1CCN(C(=O)c2ccncc2)CC1	-1%	-6%	0.0%	14%	-7%	1%	1.1	3%	-2.0%
Cc1ccc(OCCCc2c(C)n[nH]c2C)cc1	-26%	-3%	1.6%	0%	-4%	-16%	1.1	-2%	1.2%
C#Cc1ccc([C@@H]2C=C(C(=O)OCC=C)O[C@H](OCCCCO)C2)cc1	-4%	-32%	0.6%	-16%	0%	1%	1.1	9%	-2.8%
CCOC(=O)C1CCN(C(=O)c2ccc(SC)cc2OC)CC1	1%	-25%	-4.1%	29%	-3%	6%	1	10%	-5.4%
CCN1C(=O)C(CC(=O)Nc2ccccc2)N(Cc2ccccn2)C1=S (configuration not stated)	-6%	-30%	-2.3%	21%	-4%	-2%	1.1	16%	-9.5%
Cc1cccc2sc(N(CCCN(C)C)C(=O)c3ccc(C(=O)c4ccccc4)cc3)nc12	.	-6%	-6.3%	-5%	2%	.	.	-24%	.
Cc1ccc[n+](CC(=O)Nc2cccc([N+](=O)[O-])c2)c1	3%	-15%	0.2%	-8%[20 µM]	-4%	0%	1.1	-5%	-3.9%
CCOC(=O)[C@@H]1[C@H]2COc3ccccc3[C@@H]2N2C(=O)N(c3ccc(OC)cc3)C(=O)[C@@]12C	.	-15%	-2.5%	-27%[20 µM]	-12%	.	.	-6%	.
COc1ccc(/C=N/n2c(C)cc(C)c(C(N)=O)c2=O)cc1	-1%	13%	-8.3%	23%	-4%	-5%	1.2	6%	0.6%
O=C(N/N=C/c1cccc(OC(=O)c2ccco2)c1)c1ccc(F)cc1	11%	-4%	-1.0%	-29%	-4%	10%	1.1	18%	-5.7%
Cc1nc2ncnn2c(C)c1CCC(=O)NCc1ccccc1	-2%	.	-0.3%	20%	-9%	3%	1.1	20%	-1.0%
O=C1NC2(CCC3(CC2)OCCO3)NN1c1ccc(Cl)cc1	-166%	-51%	-1.3%	-27%	2%	-77%	1.1	-108%	-4.4%
C=C(C)CN(CC)C(=O)CN1C(=O)NC(C)(c2ccc3ccccc3c2)C1=O (configuration not stated)	.	7%	-7.0%	17%	-4%	.	.	21%	.
O=C(O)c1ccc(Cl)c(S(=O)(=O)NCc2ccco2)c1	-7%	12%	-6.5%	16%	-5%	-6%	1.1	11%	-1.9%
S=C(Nc1ccccc1Cl)N1CCCCCC1	1%	-7%	-2.3%	18%	-3%	-10%	1	-4%	-3.3%
CCOC(=O)c1sc(NC(=O)COc2ncnc3ccccc23)c(C(=O)OCC)c1C	9%	-5%	4.2%	29%	2%	14%	1.1	14%	-3.0%
CNC(=S)N(C)c1ccccc1	-14%	38%	4.4%	6%	1%	-14%	1	5%	-4.8%
COc1ccccc1C1CCN(c2ccc(CO)cc2[N+](=O)[O-])CC1	.	-9%	-0.2%	4%	-8%	.	.	-22%	.
NC1=NS(=O)(=O)NC1c1ccc(F)cc1 (configuration not stated)	5%	-6%	-1.8%	-14%	-6%	1%	1	10%	-7.0%
COc1cccc(CN2CCN(c3nc4nonc4nc3N3CCCCC3)CC2=O)c1	12%	1%	-0.8%	8%	-7%	11%	1	2%	-10%
Cc1ccc2c(CC(=O)N3CCN(S(=O)(=O)c4cccs4)CC3)coc2c1	4%	-9%	0.0%	-10%	0%	6%	1	5%	-3.2%
COc1ccc(CCNC(=O)Cn2nnc(-c3cccs3)n2)cc1OC	-1%	10%	-2.8%	24%	-3%	0%	1.1	8%	-3.4%
CC(C)(C)N(Cc1ccccc1)C(=O)c1ccc2c(c1)OCCO2	4%	-4%	-2.5%	8%	-5%	-3%	1.1	19%	-1.9%
CCOc1ccc(OCC)c(S(=O)(=O)NNC(=O)c2c(C)nc3ccccn23)c1	-4%	-18%	-4.2%	.	0%	-5%	1.1	7%	-3.6%
COc1ccc(NS(=O)(=O)c2cccc(NC(=O)C3=NN(c4ccccc4)C(=O)CC3)c2)cc1	.	1%	8.7%	-31%	-10%	.	.	40%	.
Nc1cccnc1Oc1ccc(F)cc1F	.	1%	3.5%	3%	-8%	.	.	-13%	.
CCOC(=O)c1ccc(N(CC(=O)NC2CCCCC2)C(=O)CNC(=O)c2ccco2)cc1	.	-16%	-3.4%	-26%	-7%	.	.	7%	.
CCOc1ccc(Nc2nc(N)c([N+](=O)[O-])c(NCc3ccccc3)n2)cc1	.	-4%	1.2%	1%	3%	.	.	13%	.
O=C(Nc1ncccc1O)c1ccc2ccccc2c1	.	-66%	0.0%	-16%	-6%	.	.	-91%	.
Cc1cc(C)c(NC(=O)CCCC(=O)O)c(Cl)c1	-13%	-1%	3.8%	-34%	-7%	-6%	1.1	0%	-6.4%
CC(=O)Nc1cccc(NS(=O)(=O)c2cccc3nsnc23)c1	8%	-20%	-5.1%	30%	0%	16%	1.1	14%	-6.8%
CCn1c(CCC(=O)O)nc2cc(S(=O)(=O)N(C)C)ccc21	0%	-21%	-10%	2%	-6%	-10%	1.1	9%	-2.3%
Cc1cc(=O)oc2cc(OC(=O)CCN3C(=O)c4ccccc4C3=O)ccc12	7%	0%	-0.6%	8%	-2%	1%	1	7%	-3.1%
CCC1=C2CC[C@H]3C(=O)N(C)C(=O)[C@H]3[C@H]2[C@@]2(Cc3ccccc3)C(=NCCOC)OC(=O)N2C1=O	.	2%	-0.9%	-4%	-2%	.	.	5%	.
O=C(OCCN1CCN(C2=NS(=O)(=O)c3ccccc32)CC1)c1cccc(Br)c1	.	-30%	3.0%	17%	-10%	.	.	3%	.
CNC(=S)N1CCN(C(=O)C2CCCO2)CC1 (configuration not stated)	-2%	-23%	-0.2%	.	-1%	-2%	1.2	4%	-1.3%
C=CCN(c1ccccc1)S(=O)(=O)c1ccc(Cl)c(C(=O)OCC(=O)c2[nH]c(C)c(C(C)=O)c2C)c1	6%	-23%	1.9%	-41%	2%	9%	1.1	4%	-12%
COc1cccc(-c2ccc(C#N)c(=O)[nH]2)c1	0%	-40%	-3.9%	13%	-4%	-7%	1	2%	-6.0%
NC1=NC(=O)C(Cc2cccc(Cl)c2)S1 (configuration not stated)	3%	-26%	2.3%	10%	-3%	14%	1.2	-2%	-15%
CC(C)(C)c1ccc(C(=O)NCCC(=O)NCc2ccco2)cc1	6%	-28%	-4.6%	16%	-6%	-5%	1.1	13%	4.4%
CC(=O)Nc1ccc(N/C(C)=C/C(=O)c2cccnc2)cc1	-5%	5%	-0.1%	-3%	-11%	-7%	1	18%	-6.4%
O=C(NCc1ccc(F)cc1)c1c2c(nc3ccccc13)CCC2	8%	-48%	-5.9%	1%	4%	1%	1	-20%	-6.2%
CSCC[C@H](NC(=O)NCc1ccc(F)cc1)C(=O)O	5%	-3%	.	4%	-4%	3%	1.2	-1%	3.0%
COC(CNC(=O)C1CCN(S(=O)(=O)c2ccc3nc4c(c(C(=O)O)c3c2)CC(C)CC4)CC1)OC (configuration not stated)	.	-22%	-3.5%	-13%	-8%	.	.	3%	.
CCN(CC)c1nc(N2CCN(CCO)CC2)nc2ccccc12	.	3%	5.0%	-29%[20 µM]	-13%	.	.	9%	.
Cc1ccc(S(=O)(=O)N(C)c2ccc(NS(C)(=O)=O)cc2)cc1	10%	-7%	-2.7%	-25%	-6%	10%	1.1	-10%	-7.3%

Entries shown so far that contain a tert-butyl group (two):
SMILES	human PMI inhibitors	NOD1 inhibition	KOR beta-arrestin-1	KOR beta-arrestin-2	LYP phosphatase	human PMI inhibition	TNAP activation fold	HEK293 NOD2/NF-kB	XIAP displacement
CC(C)(C)N(Cc1ccccc1)C(=O)c1ccc2c(c1)OCCO2	4%	-4%	-2.5%	8%	-5%	-3%	1.1	19%	-1.9%
CC(C)(C)c1ccc(C(=O)NCCC(=O)NCc2ccco2)cc1	6%	-28%	-4.6%	16%	-6%	-5%	1.1	13%	4.4%
